NCI-60 one-dose screen, 48 h, at 10 µM unless noted. Numbers give growth in % (100 = growth as untreated, 0 = no growth, -100 = all killed).
K-562: K-562 leukemia; actives 7.4% (n = 78,000); AID 1794777
HS 578T: HS 578T breast cancer. actives 4.1% (n = 78,000). AID 1794788
MCF7: MCF7 breast cancer. actives 6.3% (n = 82,000). AID 1794796
MDA-MB-468: MDA-MB-468 breast cancer | AID 2202374 | actives 8.5% (n = 78,000)
BT-549: BT-549 breast cancer; actives 4.4% (n = 78,000)
MDA-MB-231: MDA-MB-231 breast cancer; actives 5% (n = 81,000); AID 1794789
T-47D: T-47D breast cancer; AID 1794792; actives 5% (n = 79,000)
LOX IMVI: LOX IMVI melanoma | actives 7.4% (n = 79,000)
An asterisk follows results filed as active; / = no result given; & = joins results of further samples. The calls were made as follows: active = growth percent below 10; inactive = the rest.

Order of results – BT-549	HS 578T	MCF7	K-562	MDA-MB-468	MDA-MB-231	LOX IMVI	T-47D
(1) O=c1nc(NO)[nH]c(=O)n1Cc1ccccc1
    103	100	99	108	107	123	103	93
(2) CCN(CC)CC(O)COc1ccccc1 (stereo not drawn)
    106	101	106	112	100	89	98	113
(3) COC(=O)c1nc(-c2ccccc2)oc1S(=O)(=O)N1CCC(C(N)=O)CC1
    76	87	32	15	-15*	76	64	36
(4) N=C(N)c1ccc(-c2ccc(-c3ccc(F)cc3)s2)nc1
    82	84	22	0.1*	25	57	19	76
(5) O=C(Cn1cc(CSc2nc3ccccc3o2)nn1)Nc1ccc(F)c(Cl)c1
    107	93	98	101	108	102	101	103
(6) O=C1/C(=C/c2ccc(OCCCOc3ccc(Cl)cc3)cc2)N=C2SCCCN12
    72	107	69	/	61	77	68	51
(7) Cn1c(SCC(=O)c2cccs2)nc2ccccc2c1=O
    108	91	62	78	69	88	/	54
(8) CC(=O)NCCc1nc2ccccc2n1Cc1ccc(C(C)C)cc1
    98	98	87	92	103	88	99	95
(9) CNNCc1ccc(C(=O)NC(C)C)cc1
    110	99	102	/	104	103	104	98
(10) COc1ccc(-c2nnc(SCC(=O)Nc3ccc(C(=O)/C=C/c4ccccc4)cc3)n2-c2ccccc2)cc1
    92	86	94	77	108	88	90	92
(11) Cc1cnccc1N
    128	103	93	103	113	102	104	101
(12) FC(F)(F)Oc1cccc(-c2cc(NCCCN3CCN(CCCNc4cc(-c5cccc(OC(F)(F)F)c5)nc5ccc(N6CCCC6)cc45)CC3)c3cc(N4CCCC4)ccc3n2)c1
    113	103	94	71	121	90	97	103
(13) COc1cccc(CNc2ccc(C)c(Cl)c2)c1OC
    /	120	99	101	105	115	100	91
(14) C/C(=C\CCc1ccoc1)CC/C=C(\C)CCCN1CCSCC1
    78	98	43	57	23	80	/	61
(15) O=C(O)c1ccc(-n2cc(CNc3ccc(F)c(Cl)c3)c(-c3ccccc3)n2)cc1
    107	94	46	74	103	88	63	83
(16) CCCCCCCCCC1OCC(C)(CCC)CO1 (stereo not drawn)
    113	93	105	85	117	104	102	101
(17) CCCOc1cc2c(cc1OCC)[C@@H]1C[C@@H](O)[C@H](O)[C@H](O)[C@H]1NC2=O
    97	97	99	105	112	118	97	105
(18) CCN(CC)CCCOc1ccc2c(c1)O/C(=C\c1cccc(OC)c1)C2=O
    78	/	73	22	80	87	71	88
(19) CCCCN(CC(O)c1cc2c(c3ccccc13)CCCC2)c1ccc(OC)cc1 (stereo not drawn)
    96	87	83	62	90	62	87	69
(20) CCOC(=O)c1ccc(NC(=S)NC(=O)c2ccc(NC(=O)C(C)C)cc2OC)cc1
    -5.7*	87	8.3*	11	4.0*	47	46	-0.8*
(21) O=c1c2ccccc2nc(COc2ccccc2)n1/N=C/c1ccc(N2CCOCC2)cc1
    77	41	78	103	117	26	70	93
(22) CCCCCCNC(=O)Oc1ccc(/C(=C(/C)c2ccccc2)c2ccc(OCCN(C)C)cc2)cc1
    75	65	18	/	71	52	14	33
(23) CCOC(=O)OC(C)C(=O)OCC (stereo not drawn)
    96	111	98	86	105	102	88	100
(24) Cn1c(C#N)ccc1-c1ccc(N2C(=O)NC(C)(C)C2=O)cc1
    104	98	90	89	116	98	99	75
(25) O=C1NC(=S)NC(=O)C1CC(=O)n1c(-c2ccccc2)nc2ccccc21
    100	99	80	99	105	88	89	95
(26) Nc1ccc(S(=O)(=O)Nc2cnccn2)cc1
    98	89	92	126	102	91	97	95
(27) Cc1ccc(S(=O)(=O)Nc2nnc(-c3ccc(Cl)cc3)s2)cc1
    111	109	92	98	101	95	/	99
(28) O=C1N(Cc2ccc(Cl)cc2)c2ccccc2S(=O)(=O)N1c1cccnc1Cl
    120	113	101	105	107	97	109	102
(29) CC(C)(C)c1ccc(C(=O)C[n+]2cccc(Br)c2)cc1
    92	87	91	97	89	85	98	102
(30) CC1CCCCC1(C)O (stereo not drawn)
    112	104	95	107	107	102	91	101

Whole records, quoted from the list. Values in the order: BT-549	HS 578T	MCF7	K-562	MDA-MB-468	MDA-MB-231	LOX IMVI	T-47D
`Nc1ccc(S(=O)(=O)Nc2cnccn2)cc1` as listed: 98	89	92	126	102	91	97	95
`O=C1N(Cc2ccc(Cl)cc2)c2ccccc2S(=O)(=O)N1c1cccnc1Cl` as listed: 120	113	101	105	107	97	109	102
`Cn1c(SCC(=O)c2cccs2)nc2ccccc2c1=O` as listed: 108	91	62	78	69	88	/	54
`O=C(Cn1cc(CSc2nc3ccccc3o2)nn1)Nc1ccc(F)c(Cl)c1` as listed: 107	93	98	101	108	102	101	103
`CCCCN(CC(O)c1cc2c(c3ccccc13)CCCC2)c1ccc(OC)cc1` (stereo not drawn) as listed: 96	87	83	62	90	62	87	69

3 compounds picked at random from those above, as already listed:
Order of results – BT-549	HS 578T	MCF7	K-562	MDA-MB-468	MDA-MB-231	LOX IMVI	T-47D
(4) N=C(N)c1ccc(-c2ccc(-c3ccc(F)cc3)s2)nc1
    82	84	22	0.1*	25	57	19	76
(1) O=c1nc(NO)[nH]c(=O)n1Cc1ccccc1
    103	100	99	108	107	123	103	93
(5) O=C(Cn1cc(CSc2nc3ccccc3o2)nn1)Nc1ccc(F)c(Cl)c1
    107	93	98	101	108	102	101	103

(more compounds)
Order of results – BT-549	HS 578T	MCF7	K-562	MDA-MB-468	MDA-MB-231	LOX IMVI	T-47D
(31) Nc1[nH]nc(Nc2ccccc2)c1S(=O)(=O)c1ccccc1
    99	110	98	91	95	91	100	91
(32) N#C/C(C(=O)c1ccccc1)=C1/C(=O)Nc2ccc(Br)cc21
    99	92	96	91	102	95	103	91
(33) Cc1ccc(Oc2c(/C=N\N=c3/sc4ccccc4n3C)c(C)nn2-c2ccccc2)cc1
    100	82	82	/	99	80	91	79
(34) O=C(/C=C/c1cccc(F)c1)c1ccccc1
    111	96	15	87	98	104	89	91
(35) Cc1ccc(Nc2cc(Cl)nc(N)n2)c([N+](=O)[O-])c1
    115	91	95	86	93	89	94	86
(36) COc1ccc(/C=C2\Oc3cc(OCC(=O)c4ccc(C)cc4)ccc3C2=O)cc1OC
    109	108	98	131	95	80	90	101
(37) N#CCc1nnc(CCC(=O)c2nc3ccccc3[nH]2)o1
    90	107	84	64	54	85	90	85
(38) CCN(CC)CCNc1ccc(C)c2sc3cc(C)ccc3c(=O)c12
    68	73	44	-20*	67	19	28	67
(39) CCOc1ccc2nc(NC(=O)CSC(=S)N3CCN(C)CC3)sc2c1
    79	98	97	101	90	105	85	91
(40) COc1ccc(/C=c2\sc(=C(C#N)C#N)[nH]c2=O)cc1
    94	101	99	/	111	105	/	104
(41) Nc1c(C(=O)Nc2cccc3ccccc23)sc2nc3c(cc12)CCCCC3
    13	30	18	8.7*	37	49	38	47
(42) CC1(C)[C@H](O)CC[C@]2(C)[C@@H]1CC[C@]13C=C(CO)[C@H](CC[C@H]12)C3
    67	46	73	20	74	49	41	69
(43) NC(=O)c1cnc(N/N=C/c2ccccc2)nc1N
    101	101	82	99	88	99	97	86
(44) COc1ccc(-c2nc3cc(-c4nnc(C)o4)ccc3n2C2CCCCC2)cc1
    95	103	91	86	128	94	93	84
(45) Cc1ccc(C(=O)CCC(=O)O)cc1
    102	103	99	100	97	111	103	108
(46) S=c1nc[nH][nH]1
    118	114	99	114	110	114	100	102
(47) CC(=O)OCCN1C=C(S(C)(=O)=O)C2=NCCCN2C1=O
    113	104	92	99	113	99	101	102
(48) CC1(C)N=c2cc3c(cc2N1c1ccc(Cl)cc1)=Nc1ccccc1N3c1ccc(Cl)cc1
    44	/	29	-19*	/	83	41	25
(49) COc1ccccc1C1CC(c2ccccc2)=NN1C(=O)c1ccc(S(N)(=O)=O)cc1 (stereo not drawn)
    122	102	87	97	105	96	87	92
(50) Cn1cnc([N+](=O)[O-])c1Cl
    117	97	89	114	110	123	92	89
(51) CC(=O)c1cccc(N)c1
    102	107	102	129	91	91	99	98
(52) Cc1cc(=O)n(C(=O)Nc2ccc(F)c(Cl)c2)c2cc(O)ccc12
    92	93	101	121	123	107	100	96
(53) Cc1ccc(N)cc1S(=O)(=O)N(C)C
    /	101	91	105	88	104	99	97
(54) CCCCCOC(=O)c1ccc(NC(=O)CNC(C)(C)C)cc1
    67	115	105	75	114	77	92	91
(55) O=C(NCc1ccc(Cn2c(=O)sn(CCCl)c2=O)cc1)OCc1ccc2c(Cl)cc(Cl)c(O)c2n1
    81	75	62	54	75	82	61	83
(56) NC(=O)[C@@H]1CC2CCC1C2 (stereo partly drawn)
    94	/	103	45	99	123	106	113
(57) NC(=S)c1ccccn1
    113	93	86	101	102	/	91	/
(58) COc1ccc(-c2cnc(-c3ccc(Cl)cc3)[nH]2)cc1OC
    132	93	94	115	85	79	110	85
(59) O=C(O)c1cn(C2CC2)c2cc(N3CCN(C(=O)CCCN4C(=O)S/C(=C/c5cccc6ccccc56)C4=O)CC3)c(F)cc2c1=O
    80	70	58	89	75	75	61	92
(60) CSc1ccc(SC2c3ccc(O)cc3Oc3nc(N)c(C#N)c(N)c32)cc1 (stereo not drawn)
    43	92	94	/	93	97	21	81

Some entries already given, showing only T-47D and MDA-MB-468.
entry | SMILES | T-47D | MDA-MB-468
59 | O=C(O)c1cn(C2CC2)c2cc(N3CCN(C(=O)CCCN4C(=O)S/C(=C/c5cccc6ccccc56)C4=O)CC3)c(F)cc2c1=O | 92 | 75
13 | COc1cccc(CNc2ccc(C)c(Cl)c2)c1OC | 91 | 105
17 | CCCOc1cc2c(cc1OCC)[C@@H]1C[C@@H](O)[C@H](O)[C@H](O)[C@H]1NC2=O | 105 | 112
18 | CCN(CC)CCCOc1ccc2c(c1)O/C(=C\c1cccc(OC)c1)C2=O | 88 | 80

New compounds follow.
Order of results – BT-549	HS 578T	MCF7	K-562	MDA-MB-468	MDA-MB-231	LOX IMVI	T-47D
(61) CC1(C)CC(=O)C2=C(C1)OC1=C(C(=O)CC(C)(C)C1)C2c1ccc(OCc2cn(-c3ccc(F)cc3F)nn2)cc1
    110	96	87	74	103	92	98	99
(62) COc1ccc(C2(c3ccccc3)c3ccccc3C(=O)c3ccccc32)cc1
    106	92	89	105	92	81	94	62
(63) C#Cc1cccc(Nc2nc3cc([N+](=O)[O-])ccc3nc2Nc2ccc(O)cc2)c1
    28	45	2.8*	-30*	27	-48*	-87*	-0.3*
(64) OCCOc1cc(Cl)c(Cl)cc1Cl
    99&101	113&102	96&100	108&85	107&95	106&100	115&101	99&104
(65) Cn1cc(-c2nc(N)nnc2-c2ccccn2)c2cc(Cl)ccc21
    88	104	71	92	95	75	93	82
(66) CC(NC(=O)CCl)c1ccccc1 (stereo not drawn)
    95	92	94	109	89	111	98	103
(67) CCOc1ccccc1/C=N\NC(=O)CCCCC(=O)N/N=C\c1ccccc1OCC
    /	95	85	/	90	100	102	104

Molecules shown so far containing a tert-butyl group (2):
Order of results – BT-549	HS 578T	MCF7	K-562	MDA-MB-468	MDA-MB-231	LOX IMVI	T-47D
(29) CC(C)(C)c1ccc(C(=O)C[n+]2cccc(Br)c2)cc1
    92	87	91	97	89	85	98	102
(54) CCCCCOC(=O)c1ccc(NC(=O)CNC(C)(C)C)cc1
    67	115	105	75	114	77	92	91

Screening data as filed in PubChem BioAssay.
